uPA surface inh: blocks generation of uPA at the cell surface. Potency, µM (titrated, usually from 38.3 µM), for the others: at the highest dose activity change, negative = inhibition, usual class: inhibitors. 330,000 compounds, 0.31% hits. AID 540303. cell surface uPA generation assay, qHTS; active = well fitted inhibition curve with a large enough effect; inconclusive = small, poorly fitted or top-dose-only effect; inactive = no such curve, though single readings can be large or run the other way; tested in mouse RAW 264.7 cells; also: % is scaled to controls: 0 for no effect and ±100 for the full control effect; nearly all actives have a fitted effect of over 55% in size
BRCA1 expr up: BRCA1 expression activation. MCF7-BRCA1-FFLuc reporter, luminescence, 48 h; response scale: scaled: vehicle 0%, 10 µM genistein 100%. Potency, µM (doses to about 46.1 µM), for the others: top-dose activation, hits mostly activators. 380,000 compounds, 1.1% hits. AID 624202; also: nearly all actives have a fitted effect of over 80% in size; some results filed as inactive show a strong effect at the top dose
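First, MCF7-BRCA1-FFLuc cells (2000/well) attach for 2 h; next, compounds are pin-added and incubated 48 h at 37 °C; finally, luciferase reagent is added and luminescence read after 15 min.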
FLuc counter: counter-screen for miR-21 project: firefly luciferase inhibitors or activators. P08659. purified FLuc, Km substrates, luminescence inhibition. Potency, µM (doses to about 57.5 µM), inactives show at the top dose activity change, negative = inhibition, actives largely listed as inhibitors. 360,000 compounds, 6.9% hits. AID 588342;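 also: plate controls were vehicle for no effect and reference inhibitor for full effect; nearly all actives have a fitted effect of over 55% in size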
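Purified P. pyralis luciferase (10nM final) with 10uM D-luciferin and 10uM ATP (Km levels) in 50mM Tris acetate pH 7.5, 10mM Mg acetate, 0.01% Tween-20, 0.05% BSA; qHTS 6-point titration, ~60 µM downward; luminescence read.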
CXXC DNA block: blocks binding of human MLL CXXC domain to DNA | 290,000 compounds, 0.037% hits | Potency, µM (series often up to 115 µM), for the others: at the highest dose activity change, negative = inhibition, actives largely listed as inhibitors | MLL-CXXC / FITC-HOXA9 DNA fluorescence polarization | AID 2662 | Q03164; active = well fitted inhibition curve with a large enough effect in the polarisation, with a control signal flat, not every such curve was filed as active; inconclusive = small, poorly fitted or top-dose-only effect, or effect the other way, or a change in a side signal; inactive = no such curve, though single readings can be large or run the other way; the % refers to the polarisation
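Fluorescence polarization: 7 uM MLL-CXXC (stock) preincubated 5 min with compounds, then 50 nM fluorescein-HOX-A9 DNA (stock) added; 30 min ambient. Buffer 50 mM Tris-HCl pH 7.5, 50 mM NaCl, 1 mM DTT, 0.05% BSA.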
ELG1 genotoxic: inducers of genotoxicity in HEK293T ELG1-luciferase cells. HEK293T ELG1-luciferase reporter, luminescence, 16 h. Potency, µM (doses to about 46 µM), without a hit: top-dose activity change, positive = activation, most hits filed as activators. 330,000 compounds, 1.3% hits. AID 504466; also: % of control where 0% means no effect; nearly all actives have a fitted effect of over 60% in size
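Genotoxicity was scored as increased ELG1-luciferase reporter signal, measured by ONE-Glo luminescence (30 min, room temperature). Compound or vehicle exposure of the HEK293T reporter cells lasted 16 hr at 37°C.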
NPC1 prom act: activates the NPC1 promoter; Huh7 NPC1 promoter luciferase reporter, 24 h; Potency, µM (titrated, usually from 9.22 µM), for inactives: at the highest dose activation, hits mostly activators; 320,000 compounds, 2.4% hits;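 also: % of control where 0% means no effect; nearly all actives have a fitted effect of over 60% in size; reporter is driven by a mutant NPC1 promoter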
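Compounds in DMSO were transferred onto Huh7 NPC1-luciferase reporter cells pre-incubated 2 h; after 24 h at 37 °C, Amplite reagent was dispensed and luminescence recorded 10 min later.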
MBNL1 CUG block: MBNL1-poly(CUG) RNA binding inhibition. AID 2675. 280,000 compounds, 0.036% hits. Potency, µM (series often up to 57.5 µM), for inactives: at the top dose activity change, negative = inhibition, most hits filed as inhibitors. TR-FRET MBNL1-His/biotin-(CUG)12 binding, 665/545 ratio; active = well fitted inhibition curve with a large enough effect in the signal ratio, with a control signal flat, not every such curve was filed as active; inconclusive = small, poorly fitted or top-dose-only effect, or effect the other way, or a change in a side signal; inactive = no such curve, though single readings can be large or run the other way; the % refers to the signal ratio; also: % is scaled to controls: 0 for no effect and ±100 for the full control effect
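Inhibition of protein-RNA binding appears as loss of TR-FRET between terbium anti-His antibody on MBNL1-His and streptavidin-XL665 on biotin-(CUG)12. Activity is normalized to buffer-only and uninhibited-complex controls.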
Rab9 prom act: activates the Rab9 promoter; Huh7 Rab9 promoter-luciferase reporter, luminescence, 24 h; Potency, µM (series often up to 9.22 µM), for inactives: at the highest dose activation, negative = inhibition, usual class: activators; 320,000 compounds, 2.8% hits; also: % of control where 0% means no effect; nearly all actives have a fitted effect of over 60% in size
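Using Huh7 cells stably transfected with Rab9 promoter–luciferase, compounds were incubated 24 h at 37 °C, 5% CO2; luciferase luminescence was read 10 min after reagent addition.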
VP16 counter: Gal4-VP16 reporter inhibition counter-screen. AID 2546. Drosophila S2 Gal4-VP16 UAS-luciferase, luminescence, 20 h. Potency, µM (highest dose often 53.6 µM), inactives show at the top dose activity, negative = inhibition, usual class: inhibitors. 310,000 compounds, 3.5% hits;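 also: Gal4-VP16 expression switched on by copper sulfate through the metallothionein promoter; % is scaled to controls: 0 for no effect and ±100 for the full control effect; nearly all actives have a fitted effect of over 50% in size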
RORg inh: inhibitors of mouse ROR gamma transcriptional activity; Drosophila S2 Gal4-RORgamma UAS-luciferase reporter, 20 h; Potency, µM (top dose mostly 53.6 µM), inactives show top-dose activity change, negative = inhibition, actives largely listed as inhibitors; 310,000 compounds, 5.4% hits; AID 2551; also: % is scaled to controls: 0 for no effect and ±100 for the full control effect; nearly all actives have a fitted effect of over 60% in size
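Schneider cells (Drosophila), stable Gal4 DBD–ROR gamma + UAS-luc; 1 hr cmpd preincubation; Cu2+ induction 700 uM final; 20 hr ambient; luminescence.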
p53 reactivation: re-activators of mutant p53 | 320,000 compounds, 0.063% hits | Potency, µM (titrated, usually from 92.2 µM), for inactives: top-dose activity change, positive = activation, usual class: activators | H1299 p53-A138V BP100-luciferase reporter, luminescence, 24 h | AID 504706; also: % of control where 0% means no effect; nearly all actives have a fitted effect of over 45% in size
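H1299 (p53-null), stable ts p53-A138V + BP100-Luc; 1000 cells/well, Opti-MEM/10% FBS; cpd 4 pt, 1:5; 24 h, 37 deg C, 5% CO2; detection reagent 10 min RT; luminescence.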
* marks the source's active call; other numbers are inactive results; ? = inconclusive; / = no result given; & = joins results of further samples; [ ] = another dose, or the depositor's remark. Unless noted, calls follow the shape of the dose curve; as a rule, active = well fitted curve in the direction sought with a large enough effect; inconclusive = small, poorly fitted or top-dose-only effect, or another doubt; inactive = no such curve, though single readings can be large; an effect the other way counts as inactive or inconclusive. Potency is read from the fitted curve at half-maximal effect. A portion of the library, so the mix of outcomes need not match the whole.

SMILES | uPA surface inh | BRCA1 expr up | FLuc counter | CXXC DNA block | ELG1 genotoxic | NPC1 prom act | MBNL1 CUG block | Rab9 prom act | VP16 counter | RORg inh | p53 reactivation
COCCCNC(=O)Cc1ccc(-n2c(C)nc3cccnc32)cc1 | 2% | 2% | 2% | 1% | 0% | -5% | -2% | -9% | -7% | -5% | 2%
COc1ccc2c(c1)CCCC21NC(=O)N(CC(N)=O)C1=O (configuration not stated) | 7% | 0% | 1% | 0% | 0% | -7% | 11% | -4% | -9% | 1% | -7%
CCn1c(SCC(=O)Nc2ccccc2C(=O)OC)nnc1-c1ccoc1C | 1% | -21% | -1% | -11% | -2% | 2% | 0% | -3% | 9% | -18%[10 µM] | -5%
CN(c1ccc(OC(=O)CC2OC(=O)c3ccccc32)cc1)S(=O)(=O)c1ccccc1 (configuration not stated) | -7% | 0% | -4% | / | 3% | 2% | / | 0% | / | / | -15%
CCCCn1c(N)c(N(Cc2ccccc2OC)C(=O)c2c(CC)noc2C)c(=O)[nH]c1=O | 0% | -9% | 1% | -7% | 10% | 0% | -4% | 0% | 0% | -14% | 4%
CSc1nsc(NC(=O)CCNC(=O)c2ccc([N+](=O)[O-])cc2)n1 | / | 6% | -1% | 3% | -2% | 0% | ? | -1% | -4% | ? | -3%
COc1ccc(C(=O)COC(=O)c2n[nH]c3ccccc23)c(OC)c1 | -1% | ? | 6µM* | / | 15% | 3.2µM* | / | 3.5µM* | / | / | 19%
N#CC1(NC(=O)CSc2ccccn2)CCCCC1 | 1% | -1% | -1% | / | -5% | -4% | / | -7% | / | / | 0%
COc1ccccc1-c1nnc2n1N=C(C)CS2 | / | 3% | 5% | 5% | 2% | 3% | -2% | -1% | -12% | -12% | -1%
CCN1CCN(CCNC(=O)c2ccc3c(c2)N(Cc2cccc(Cl)c2)C(=O)c2ccccc2S3=O)CC1 (configuration not stated) | -2% | -6% | 2% | 4% | 0%[9.26 µM] | 0% | -3% | -2% | -1% | 2% | -2%
COP1(=O)C=C[C@H](N(Cc2ccccc2)S(=O)(=O)c2ccccc2[N+](=O)[O-])[C@@H](C)O1 (some centres not stated) | 11% | 8% | 1% | 6% | 1% | -5% | 7% | -4% | 21% | -28% | 4%
Cc1ccnc(NC(=O)c2ccc(C(=O)c3ccccc3)cc2)c1 | -11% | -63% | 0.95µM* | / | ? | 3.5µM* | / | 2µM* | / | / | -6%
O=C1NC(c2cccs2)Nc2sc3c(c21)CCCC3 (configuration not stated) | -2% | 48% | 6.7µM* | 0% | 8% | 2.8µM* | -2% | 3.5µM* | 7% | 10% | ?
CC(=O)N1CCc2cc(S(=O)(=O)N3c4ccccc4CC3C)ccc21 (configuration not stated) | ? | -64% | -1% | 5% | -6% | -22% | -2% | -20% | -14% | 1% | 0%
CCOc1ccc(N2CC(O)(c3ccc(F)cc3)[N+]3=C2CCCC3)cc1 (configuration not stated) | -1% | -12% | -1% | 4% | -9% | -9% | 3% | -2% | 7% | 15% | 0%

5 entries from above in a different format:
Values run as follows: uPA surface inh, BRCA1 expr up, FLuc counter, CXXC DNA block, ELG1 genotoxic, NPC1 prom act, MBNL1 CUG block, Rab9 prom act, VP16 counter, RORg inh, p53 reactivation
CC(=O)N1CCc2cc(S(=O)(=O)N3c4ccccc4CC3C)ccc21 (configuration not stated)
 : ?, -64%, -1%, 5%, -6%, -22%, -2%, -20%, -14%, 1%, 0%
COCCCNC(=O)Cc1ccc(-n2c(C)nc3cccnc32)cc1
 : 2%, 2%, 2%, 1%, 0%, -5%, -2%, -9%, -7%, -5%, 2%
COP1(=O)C=C[C@H](N(Cc2ccccc2)S(=O)(=O)c2ccccc2[N+](=O)[O-])[C@@H](C)O1 (some centres not stated)
 : 11%, 8%, 1%, 6%, 1%, -5%, 7%, -4%, 21%, -28%, 4%
CN(c1ccc(OC(=O)CC2OC(=O)c3ccccc32)cc1)S(=O)(=O)c1ccccc1 (configuration not stated)
 : -7%, 0%, -4%, /, 3%, 2%, /, 0%, /, /, -15%
COc1ccccc1-c1nnc2n1N=C(C)CS2
 : /, 3%, 5%, 5%, 2%, 3%, -2%, -1%, -12%, -12%, -1%

(cont.)
SMILES | uPA surface inh | BRCA1 expr up | FLuc counter | CXXC DNA block | ELG1 genotoxic | NPC1 prom act | MBNL1 CUG block | Rab9 prom act | VP16 counter | RORg inh | p53 reactivation
Cc1cc(C)n2nc(C(=O)NC(C)(C)C)nc2n1 | 1% | -4% | 3% | 1% | 2% | -1% | -5% | -2% | 0% | 19% | 0%
O=C(/C=C/c1ccc(F)cc1)NC(=S)NC1CCCCC1 | -6% | -11% | -5% | 67%[activator] | 1% | 8% | 2% | -7% | -5% | ? | 4%
CN1C(=O)/C(=C/c2ccccc2OCc2ccccc2F)NC1=S | 0% | -6% | 1% | 20% | 1% | 0% | -4% | -7% | -24% | 1.6µM* | -6%
COc1ccc(OCCN2CCN(C(=O)c3ccc(OC(F)F)c(OC)c3)CC2)cc1 | -4% | -30% | 2% | 11% | 0% | -3% | -1% | -20% | 12% | 10% | 1%
COC(=O)C1=C(N)OC2=C(C(=O)CC(C)(C)C2)C1c1cc2c(cc1Cl)OCO2 (configuration not stated) | -3% | 13% | 12% | 11% | 2% | -4% | 3% | 0% | -9% | 33% | /
CCC(C)Nc1nc(-c2ccccn2)nc2ccccc12 (configuration not stated) | ? | -57% | -3% | -4% | -6% | -31%[inhibitor] | 14% | -36%[inhibitor] | 3.5µM* | 0.71µM* | -2%
C/C(=N\NC(=O)Cc1c(F)cccc1Cl)c1cccnc1 | 4% | -2% | -1% | -3% | 0% | -3% | 4% | 3% | 5% | 1% | 5%
Cc1cc(NC(=O)CSc2nnc(-c3ccncc3)n2Cc2ccccc2)n(-c2ccccc2)n1 | 6% | -9% | 3% | -5% | -4% | -5% | 5% | -1% | -7% | 5% | -3%
CCOC(=O)C1(Cc2ccccc2C(F)(F)F)CCN(C2CCN(C(C)=O)CC2)CC1 | -4% | 0% | 2% | -6% | -3% | -3% | -17% | 3% | -10% | 2% | 0%
CCCOc1ccc(CCCN=C(N)N)cc1Cl | -2% | -87%[inhibitor] | 0% | -4% | 6% | -22% | -2% | -28% | -7% | 32% | -8%
Brc1ccc(C2=CC(c3ccco3)n3ncnc3N2)cc1 (configuration not stated) | -2% | -70% | -8% | ? | -2% | 0% | ? | 8% | ? | -71% | 2%
Cc1ccc(C2=NN(C(=O)C3CCCO3)C(c3ccco3)C2)cc1 (configuration not stated) | -7% | -16% | 2% | -2% | 2% | -2% | ? | -6% | 2% | -1% | -2%
CCOC(=O)N1CCN(C(=O)C2CCCCC2)CC1 | -1% | 12% | 0% | 11% | -4% | -5% | -2% | -3% | 0% | 4% | -2%
O=C(CN1CCCCCC1)Nc1cc(C(F)(F)F)ccc1Cl | 3% | -12% | -7% | -7% | 0% | 1% | / | -2% | 4% | -21% | -1%
NC(=O)C1(N2CCCCC2)CCN(C(=S)NCCc2ccccc2)CC1 | 15% | -2% | -2% | 4% | 0% | -2% | -3% | -1% | 6% | 6% | 6%
CC(=O)c1cccc(CN2CCCC(C(=O)c3ccc4c(c3)OCO4)C2)c1 (configuration not stated) | 2% | -4% | -4% | -2% | -5% | 0% | -14% | -16% | 2% | -2% | -1%
CCS(=O)(=O)c1ccc2oc(Nc3cccc(OC)c3)nc2c1 | -7% | 43% | 17µM* | 7% | 7% | 10% | -1% | ? | -2% | 40% | 6%
Fc1ccc(Nc2c3c(nc4ccccc24)CCC3)cc1 | -6% | -16%&-7% | -1%&3% | 0% | -12% | -7% | -5% | -9% | -5% | -15% | 2%
CCCCNC(=O)O[C@@H]1C[C@H]2CCCC(=O)N3CC[C@@H](C1)[C@@H]23 | -5% | -6% | -1% | -6% | 0% | -3% | 7% | 1% | 9% | -3% | /
COc1ccccc1CNC(=O)c1ccc(NS(=O)(=O)c2cccs2)cc1 | -13% | -2% | -3% | -6% | -2% | 2% | -1% | 1% | -5% | ? | 3%
CC(=O)NCCNc1nc2c(-c3cccc(C(F)(F)F)c3)nnn2c2ccccc12 | 8% | -25% | 4% | 10% | -1% | 12% | ? | -2% | -5% | 12% | -4%
